CHX counter – counter-screen hit for Shiga toxin inhibitors, cycloheximide | 300,000 tested, 12% active | max response, % | AID 2314 | cell reporter, cycloheximide protein synthesis inhibition counterscreen; in the data active means max response mostly above about 13%, no sharp cut-off; inactive means mostly below about 14%; further: read at 38.3 µM for the half of the compounds with a filed dose; 0% is about no effect
Shiga inhibitor – inhibitors of Shiga toxin in Vero cells. Vero cells, Shiga toxin protein synthesis inhibition reporter. inhibition, % at 38.7 µM. 290,000 tested, 9.2% active. AID 2315; in the data active means inhibition mostly above about 28%, no sharp cut-off; inactive means mostly below about 43%; further: 0% is about no effect
Pf growth 48h – inhibits P. falciparum growth in the first generation, 48 h. P. falciparum luciferase growth in erythrocytes, 48 h. Potency, µM (doses to about 28.7 µM), for inactives: at the top dose activity change, negative = inhibition, most hits filed as inhibitors. 310,000 tested, 5.9% active; further: potency means the concentration at half of the fitted maximal effect; on the % scale 0 is the no-effect control and ±100 the full control effect
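Luminescence readout; reporter = integrated firefly luciferase in P. falciparum. RBC culture at 2% hematocrit, 0.1% parasitemia final, 37 C/5% CO2; decreased signal taken as growth inhibition.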
TbPYK inhibitor – blocks Trypanosoma brucei pyruvate kinase; Potency, µM (top dose mostly 76.8 µM), without a hit: top-dose activity, negative = inhibition, hits mostly inhibitors; Q57TT1; 410,000 tested, 0.12% active; TbPYK enzyme, Kinase-Glo Plus ATP luminescence, 45 min; AID 624173; further: potency means the concentration at half of the fitted maximal effect; on the % scale 0 is the no-effect control and ±100 the full control effect; nearly all actives have a fitted effect of over 50% in size
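Enzyme and substrate buffer are dispensed first and compound is pin-transferred. ADP at 130 uM final then starts the reaction, which runs 45 min at room temperature. Detection reagent is added for 10 min before luminescence is imaged.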
LmPK inh – LmPK (Leishmania mexicana) enzyme inhibition | Q27686 | Potency, µM (top dose mostly 57.5 µM), without a hit: at the top dose activity change, negative = inhibition, hits mostly inhibitors | purified LmPK, Kinase-Glo ATP luminescence, 1 h | 290,000 tested, 0.37% active | AID 1721; further: potency means the concentration at half of the fitted maximal effect; on the % scale 0 is the no-effect control and ±100 the full control effect
Target sequence (Q27686 whole entry, looked up): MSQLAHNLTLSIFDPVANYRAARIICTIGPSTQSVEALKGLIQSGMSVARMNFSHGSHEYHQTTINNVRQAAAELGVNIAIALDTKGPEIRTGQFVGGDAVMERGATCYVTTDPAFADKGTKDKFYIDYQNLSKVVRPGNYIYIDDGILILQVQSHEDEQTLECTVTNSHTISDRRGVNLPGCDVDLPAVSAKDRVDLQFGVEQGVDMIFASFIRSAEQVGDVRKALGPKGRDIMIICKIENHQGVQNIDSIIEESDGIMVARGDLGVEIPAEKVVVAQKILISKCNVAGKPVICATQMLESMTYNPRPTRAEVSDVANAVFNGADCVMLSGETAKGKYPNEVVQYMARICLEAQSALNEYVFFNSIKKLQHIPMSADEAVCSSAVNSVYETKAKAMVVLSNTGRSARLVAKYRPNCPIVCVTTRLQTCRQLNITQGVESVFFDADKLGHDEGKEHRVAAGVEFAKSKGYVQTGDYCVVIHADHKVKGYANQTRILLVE
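Kinase-Glo luminescence read after 1 h RT reaction of 0.1 nM LmPK with 0.5 mM PEP and 0.1 mM ADP. Activity scaled between uninhibited and enzyme-free controls.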
AMA1-RON2 inh – disrupts binding of P. falciparum AMA1 to RON2; Potency, µM (doses to about 58.2 µM), for inactives: top-dose activity change, negative = inhibition, actives largely listed as inhibitors; AlphaScreen AMA1-biotinylated RON2 peptide binding; 360,000 tested, 0.2% active;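 further: potency means the concentration at half of the fitted maximal effect; 0% = vehicle wells and -100% = peptide control; nearly all actives have a fitted effect of over 45% in size; some results filed as inactive show a strong effect at the top dose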
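AMA1 (3D7) with his tag at 25 nM final met compounds first, then biotinylated RON2 peptide at 25 nM; detection used donor plus acceptor beads, 10 µg/mL apiece, read by AlphaScreen after 30 min at room temperature.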
Pf growth 96h – P. falciparum growth inhibition at 96 hours | P. falciparum luciferase reporter growth, 96 h | AID 504834 | Potency, µM (titrated, usually from 28.7 µM), for inactives: at the highest dose activity change, negative = inhibition, hits mostly inhibitors | 320,000 tested, 6.9% active; further: potency means the concentration at half of the fitted maximal effect; on the % scale 0 is the no-effect control and ±100 the full control effect
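Parasite growth measured via integrated firefly luciferase reporter in P. falciparum. Infected erythrocytes at 2% hematocrit, 0.05% parasitemia final were treated 96 hours at 37 C under 5% CO2, and luminescence was read.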
Starred values were filed as active, the others as inactive; ? = inconclusive; . = not tested or not shown; & = joins results of further samples; [ ] = another dose, or the depositor's remark. Unless noted, the call rests on the fitted dose curve; in most records, active means well fitted curve in the direction sought with a large enough effect; inconclusive means small, poorly fitted or top-dose-only effect, or another doubt; inactive means no such curve, though single readings can be large; an effect the other way counts as inactive or inconclusive.

Start of the listing, in advance:
Each structure is followed by: CHX counter	Shiga inhibitor	Pf growth 48h	TbPYK inhibitor	LmPK inh	AMA1-RON2 inh	Pf growth 96h
Cc1ccc(NC(CNS(=O)(=O)c2ccc(Cl)cc2)c2ccccc2)cc1 (configuration not stated)
→ -5	-9	24%	2%&2%	7%	?	?
O=C(O/N=C(\c1ccccc1)c1ccccn1)c1cccc2ccccc12
→ 14*	12	16%	-11%	2%	36%[activator]	9.3µM*

The whole of this part, previewed entries included:
Each structure is followed by: CHX counter	Shiga inhibitor	Pf growth 48h	TbPYK inhibitor	LmPK inh	AMA1-RON2 inh	Pf growth 96h
Cc1ccc(NC(CNS(=O)(=O)c2ccc(Cl)cc2)c2ccccc2)cc1 (configuration not stated)
→ -5	-9	24%	2%&2%	7%	?	?
O=C(O/N=C(\c1ccccc1)c1ccccn1)c1cccc2ccccc12
→ 14*	12	16%	-11%	2%	36%[activator]	9.3µM*
COc1ccc(Br)cc1C1CC(=O)N2CN(Cc3ccccc3)CSC2=C1C#N (configuration not stated)
→ -2	-11	.	?	7%	1%	20%
O=C(CN1C(=O)NC2(CCCC2)C1=O)Nc1ccc(OC(F)(F)F)cc1
→ 17	14	50%	-6%	9%	9%	55%[activator]
Cc1cc(C)c(S(=O)(=O)Nc2ccc3[nH]c(=O)[nH]c3c2)c(C)c1
→ -7	-7	?	11%	3%	-1%	54%[activator]
COc1cc2ccccc2cc1C(=O)N/N=C/c1cccnc1
→ -2	-5	-25%	7%	-3%	20%	-29%
Clc1ccc(OCCCc2nc(-c3ccncc3)no2)c(Cl)c1
→ 16	16	44%[activator]	7%	0%	17%	24%
Cc1ccccc1C(=O)Nc1ccc(C(=O)N/N=C/c2ccccn2)cc1
→ -1	-8	8%	2%	-9%	51%[activator]	10%
Nc1nnc(SCC(=O)Nc2cccc(S(=O)(=O)N3CCOCC3)c2)s1
→ .	.	-1%	1%	.	0%	-17%
Fc1cccc(/C=N/N=C/c2cccc(F)c2)c1
→ 31*	112*	?	3%	-3%	5%	9%
CC/C(=N\O)c1c(O)c2c(n(-c3ccccc3)c1=O)CCCC2
→ -1	-12	8%	-4%	-3%	29%	19%
COc1ccc(OC)c(S(=O)(=O)N2CCN(Cc3ccccc3)CC2)c1
→ 1	-14	-8%	7%	2%	-3%	-24%
CN(Cc1ccccc1)c1ccc(C(CC(N)=O)NC(=O)c2ccccc2)cc1[N+](=O)[O-] (configuration not stated)
→ 0	-11	9%	-2%	0%	-3%	?
O=C(COC(=O)c1ccc(Cl)cc1O)Nc1cccnc1Cl
→ 5	16	22%	-10%	1%	1%	29%
CC(=O)c1ccc(NS(=O)(=O)c2ccc(N/C=C/C(=O)c3ccc(F)cc3)cc2)cc1
→ 53*	81*	?	-14%	4%	11%	?
COc1cccc(NC(=O)N2CCCC(C(=O)NC3CCCCC3C)C2)c1 (configuration not stated)
→ -3	27	-17%	2%	-6%	-6%	22%
O=C(O)c1ccc(/C=N/NC(=O)c2cc(-c3ccc4c5c(cccc35)CC4)n[nH]2)cc1
→ 1	10	0%	-8%	4%	67%[activator]	?
CCOc1ccc(/C=N/NC(=O)c2[nH]ncc2Br)c(O)c1
→ 35*	49*	?	?	7.9µM*	37%[activator]	-5%
CC1CCc2cc(F)ccc2N1C(=O)CSc1nnc2c(n1)[nH]c1ccccc12 (configuration not stated)
→ -3	19	1.5µM*	8%	6%	14%	?
CC(=O)NC(CCCCNC(=S)NC1CCCCC1)C(=O)O (configuration not stated)
→ -6	-7	14%	3%	1%	-14%	-27%
CCC(C(=O)NC1CCCCCC1)n1nc(C)n2c(cc3occc32)c1=O (configuration not stated)
→ 1	-4	16%	-6%	3%	-7%	?
CO/N=C1\CN(c2nc3c(cc2F)c(=O)c(C(=O)O)cn3C2CC2)CC1CN (configuration not stated)
→ .	.	1.9µM*	3%	.	.	1.7µM*
O=C(COc1ccc2c3c(c(=O)oc2c1)CCC3)Nc1ccc(CN2CCOCC2)cc1
→ 1	-1	?	-1%	7%	6%	?
COc1ccccc1C(CNC(=O)c1cccc(S(=O)(=O)Nc2ccc(C)cc2)c1)N(C)C (configuration not stated)
→ 1	14	?	4%	-5%	67%[activator]	?
Cc1ccccc1NC(=S)NC1(C)CCS(=O)(=O)C1 (configuration not stated)
→ -4	-9	-4%	5%	-3%	6%	8%
CCC(C(=O)Nc1ccccc1Cl)n1nc(C)c2c(C)n(-c3ccccc3)nc2c1=O (configuration not stated)
→ -12	-9	?	-5%	-1%	-7%	39%
Cc1cc(NC(=O)CN2C(=O)NC(C)(CCc3ccccc3)C2=O)no1 (configuration not stated)
→ -4	22	-12%	0%	1%	2%	-14%
Cc1cc(SCC(=O)OCC(=O)c2c(N)n(C)c(=O)n(C)c2=O)c(C)cc1Br
→ -5	-10	1%	5%	1%	7%	0%
Cc1[nH][nH]c(=O)c1C
→ .	.	-1%	-9%	.	0%	23%
CN(CC(=O)Nc1ccc(F)c(F)c1F)C(=O)C1=COCCO1
→ 2	-12	10%	-5%	0%	1%	-19%

Next entries follow.
Each structure is followed by: CHX counter	Shiga inhibitor	Pf growth 48h	TbPYK inhibitor	LmPK inh	AMA1-RON2 inh	Pf growth 96h
Cn1c(N)c(C(=O)CSc2nnnn2-c2ccccc2)c(=O)n(C)c1=O
→ -2	15	?	8%	5%	0%	3%
COc1cc(OC)nc(Oc2ccccc2C(=O)Oc2ccc(Cl)cc2)n1
→ 0	-8	31%[activator]	2%	1%	10%	-14%
O=S(=O)(c1ccc(OCC(O)CN2CCC(Cc3ccccc3)CC2)cc1)N1CCOCC1 (configuration not stated)
→ -3	-7	12µM*	-3%	0%	0%	?
COc1ccc(Cl)cc1N1CC(c2nc3ccccc3[nH]2)CC1=O (configuration not stated)
→ -3	-7	-1%	1%	2%	-5%	-19%
CC(C)(C)C(O)(CC#CCN1CCCC1)c1ccccc1 (configuration not stated)
→ 5	-16	-27%	2%	0%	-10%	1%
CCOC(=O)c1cnn(Cc2ccc(C)cc2)c1N
→ 11	34	-11%	1%	0%	0%	-3%
O=C(c1ccc2c(c1)OCO2)N1CCN(c2ccccn2)CC1
→ -2	19	-5%	-10%	0%	5%	68%[activator]
C=CCn1c(SCC(=O)NC2CCCc3ccccc32)nnc1-c1ccncc1 (configuration not stated)
→ 0	15	?	-6%	0%	11%	44%[activator]
CSc1ncc(CN2CCCC(C(=O)c3ccc(C(C)(C)C)cc3)C2)cn1 (configuration not stated)
→ 22*	37	?	0%	1%	-1%	-15%
COc1ccc(-n2c(O)c(C(C)=NCC3CCCO3)c(=O)[nH]c2=O)cc1 (configuration not stated)
→ -2	1	11%	-3%	-2%	23%	-1%
Cc1ccc(NC(=O)CCC(=O)OCC(=O)c2ccc(Oc3ccc([N+](=O)[O-])cc3)cc2)c(C)c1
→ -1	13	2%	4%	0%	6%	?
COc1cc(C(=O)NCCC(=O)NCCCN2CCCCC2C)cc(OC)c1OC (configuration not stated)
→ -1	-3	-27%	-4%	1%	16%	20%
Cc1cc(CNC(=O)Cc2ccccc2)c2ccccc2n1
→ 22	57	34%[activator]	7%	0%	-5%	35%[activator]
N/C(=N\OC(=O)CC1CCCCC1)c1ccc(Cl)cc1
→ 30*	73*	7%	6%	-14%	20%	35%[activator]
CC(=O)Nc1ccc(S(=O)(=O)N2CCCN(S(=O)(=O)c3ccc(NC(C)=O)cc3)CC2)cc1
→ -3	-10	?	3%	-1%	2%	.
COc1ccc(CNS(=O)(=O)NCc2ccc(C)cc2)cc1
→ 6	3	-25%	-4%	0%	-3%	17%
Cc1csc2nc(O)c(C(=O)NCCC3=CCCCC3)c(=O)n12
→ .	.	10µM*	-2%	.	41%[activator]	?
COc1nc(OC)nc(Oc2ccc(Cl)cc2[N+](=O)[O-])n1
→ -4	-5	-19%	3%	0%	-6%	-26%
CCC1=NC(c2ccc(OC)cc2)N(O)C1(C)C (configuration not stated)
→ -3	-20	.	4%	5%	-7%	-27%
O=C(NCc1cccc(C(F)(F)F)c1)c1ccc2c(c1)OCCO2
→ 7	-7	-3%	2%	-3%	8%	0%
CS(=O)(=O)N1CCN(c2ccnc3cc(Cl)ccc23)CC1
→ -5	-7	3%[5.75 µM]	8%	0%	3%	?
CCc1cccc(CC)c1NC(=O)COC(=O)CC1c2ccccc2CCN1S(=O)(=O)c1ccccc1 (configuration not stated)
→ -4	-10	-21%	-7%	-1%	16%	?
Cc1cc2ncc(C(N)=O)cn2n1
→ -4	20	6%	6%	1%	14%	31%[activator]
COC(=O)C1=CNC=C(C(=O)OC)C1c1ccc(Cl)cc1
→ -2	-11	9.3µM*	-5%	0%	40%[activator]	1%
CCOC(=O)c1ccc(N2C(=O)c3n[nH]c(C)c3C2c2ccc(OC)cc2OC)cc1 (configuration not stated)
→ -2	-2	?	3%	2%	5%	12µM*
CCC(C)Cn1c(S(=O)(=O)O)nc2ccccc21 (configuration not stated)
→ -1	-7	11%	-3%	4%	-3%	33%[activator]
CC(OC(=O)CN(C)S(=O)(=O)c1ccc(Cl)cc1)C(=O)Nc1ncc(Cl)cc1Cl (configuration not stated)
→ -3	-19	-6%	-10%	0%	5%	0%
CCC(=O)Nc1nc(=S)ss1
→ -1	-18	.	?	-27%	4%	12%
O=C(NCCCN1CCN(Cc2ccccc2)CC1)c1nnc(Cc2c(F)cccc2Cl)o1
→ 1	-6	?	-5%	2%	-4%	.
COc1ccc(-c2ncc(CN3CCC(CO)(Cc4cccc(OC)c4)CC3)cn2)cc1
→ 8	27	10µM*	3%	-1%	-20%	?

2 compounds picked at random from the list so far, as already listed:
Each structure is followed by: CHX counter	Shiga inhibitor	Pf growth 48h	TbPYK inhibitor	LmPK inh	AMA1-RON2 inh	Pf growth 96h
CC(C)(C)C(O)(CC#CCN1CCCC1)c1ccccc1 (configuration not stated)
→ 5	-16	-27%	2%	0%	-10%	1%
O=C(c1ccc2c(c1)OCO2)N1CCN(c2ccccn2)CC1
→ -2	19	-5%	-10%	0%	5%	68%[activator]

The list continues:
Each structure is followed by: CHX counter	Shiga inhibitor	Pf growth 48h	TbPYK inhibitor	LmPK inh	AMA1-RON2 inh	Pf growth 96h
CCOC(=O)c1c(S(=O)(=O)NCC(=O)Nc2cc(C)ccc2OC)c(C)n(C)c1C
→ -2	-3	-9%	-3%&1%	11%	5%	9.3µM*
C[C@@H]([C@H](O)c1ccccc1)N(C)C(=S)Nc1ccccc1
→ -1	20	11%	1%	0%	11%	7%
COc1cccc(OC)c1OCC(O)CN1CCN(c2ccc(F)cc2)CC1 (configuration not stated)
→ -1	28	.	-5%	-7%	-18%	-12%
CCN(CC)C(=S)SCC(=O)c1ccc(F)cc1
→ 40*	60*	162%[activator]	-20%	0%	47%[activator]	106%[activator]
O=C(CN(Cc1cccs1)C(=O)CSc1nnc(COc2ccccc2)o1)NC1CCCCC1
→ 0	1	13µM*	21%	4%	12%	8%
O=C(COc1ccccc1F)NNC(=O)c1ccc(N2CCCCC2)c([N+](=O)[O-])c1
→ 7	-8	-7%	3%	-1%	37%[activator]	30%
O=C(c1ccco1)N1CCN(c2ncnc3c(-c4ccccc4)nsc23)CC1
→ 17	48	73%[activator]	0%	0%	-4%	.
